Assay outcomes from PubChem.
CHRM4 agonist: CHRM4 agonism in calcium assay. P08173. CHO-K1 hM4/Gqi5, Fluo-8 calcium fluorescence; vehicle 0%, full acetylcholine response 100%. activation, % at 3 µM. actives 0.14% (n = 360,000);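 active = activation above the run mean over all test wells plus 3 SD, cut at about 32% in these data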;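 also: peak over basal fluorescence ratio per well then scaled between controls; 0% = DMSO wells and 100% = acetylcholine at EC100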
Target sequence (P08173 whole entry, looked up): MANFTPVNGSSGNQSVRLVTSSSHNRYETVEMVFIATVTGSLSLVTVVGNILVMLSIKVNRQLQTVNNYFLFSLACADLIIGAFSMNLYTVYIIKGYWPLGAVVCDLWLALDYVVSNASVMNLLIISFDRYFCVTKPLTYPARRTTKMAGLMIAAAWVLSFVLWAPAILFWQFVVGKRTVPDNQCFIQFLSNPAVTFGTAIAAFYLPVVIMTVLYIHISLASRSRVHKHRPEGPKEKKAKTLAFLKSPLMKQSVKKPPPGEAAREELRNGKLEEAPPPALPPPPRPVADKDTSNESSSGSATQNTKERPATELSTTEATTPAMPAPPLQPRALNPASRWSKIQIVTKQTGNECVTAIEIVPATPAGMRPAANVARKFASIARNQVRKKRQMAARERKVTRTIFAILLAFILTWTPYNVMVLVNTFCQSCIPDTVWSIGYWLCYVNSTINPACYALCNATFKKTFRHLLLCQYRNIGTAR
CHO-K1 Ca antag: nonselective inhibitor or artifact in parental CHO-K1 cells | ATP-induced calcium, Fluo-8 fluorescence | actives 0.6% (n = 360,000) | inhibition, % at 3 µM;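 active = inhibition above a per-plate cutoff, the plate's mean sample inhibition plus 3 SD, cut at about 24% in these data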;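 also: 0% = DMSO plus EC80 ATP and 100% = DMSO alone without ATP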
M5 ag: agonists of human muscarinic M5 receptor (CHRM5) | P08912 | CHO-K1 hM5 cells, Fluo-8 calcium fluorescence; 0% DMSO wells, 100% maximal acetylcholine response | activation, % at 3 µM | actives 0.19% (n = 360,000) | AID 624037;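 active = activation above the run's mean over test compounds plus 3 SD, cut at about 23% in these data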;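 also: signal is peak over basal fluorescence ratio across the kinetic read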
Target sequence (P08912 whole entry, looked up): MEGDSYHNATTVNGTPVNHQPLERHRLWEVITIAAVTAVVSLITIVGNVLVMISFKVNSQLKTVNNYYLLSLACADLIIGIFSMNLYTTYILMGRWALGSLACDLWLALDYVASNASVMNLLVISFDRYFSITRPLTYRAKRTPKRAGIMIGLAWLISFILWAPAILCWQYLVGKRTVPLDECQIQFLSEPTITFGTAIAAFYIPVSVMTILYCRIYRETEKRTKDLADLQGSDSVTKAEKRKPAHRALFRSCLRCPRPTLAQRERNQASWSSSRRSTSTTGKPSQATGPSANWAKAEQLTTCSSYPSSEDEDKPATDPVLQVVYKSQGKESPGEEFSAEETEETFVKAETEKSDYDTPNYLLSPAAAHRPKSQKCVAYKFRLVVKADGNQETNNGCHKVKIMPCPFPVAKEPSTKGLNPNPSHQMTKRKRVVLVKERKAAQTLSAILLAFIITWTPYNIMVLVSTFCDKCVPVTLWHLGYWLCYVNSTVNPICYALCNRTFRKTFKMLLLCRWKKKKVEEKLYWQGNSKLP
M5 antag: CHRM5 antagonism in calcium assay; inhibition, % at 3 µM; actives 0.59% (n = 360,000); CHO-hM5 cells, Fluo-8 calcium fluorescence, ACh EC80; P08912;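 active = inhibition above a per-plate cutoff, the mean of that plate's test compounds plus 3 SD, cut at about 27% in these data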;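 also: 0% = acetylcholine EC80 with DMSO and 100% = DMSO without agonist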
M1 ag parental: M1 agonist counterscreen hit in parental CHO-K1 cells; activation, % at 3 µM; Fluo-8 calcium fluorescence; scaled to maximal ATP response, vehicle zero; actives 0.48% (n = 360,000); AID 602248; in the data active = activation above about 15%;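 also: untransfected CHO-K1 host cells lacking M1 receptor as counterscreen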
CHRM5 PAM: potentiates acetylcholine response at human M5 receptor. activation, % at 3 µM. CHO-K1 hM5, Fluo-8 calcium, ACh EC20 PAM; 0% = ACh EC20, 100% = ACh EC100. actives 0.3% (n = 360,000);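 active = activation above the run cutoff, the mean activation of all test compounds plus 3 SD, cut at about 18% in these data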
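Assay system: CHO-K1 hM5 cells. Also added: acetylcholine at EC20 concentration, added after compound. Dosing: 3 µM, single dose. Times: compound preincubation 140 s before EC20 acetylcholine addition. Signal: Fluo-8 calcium fluorescence. Measure: % activation relative to EC20 and EC100 ACh responses. Repeats: singlicate, one well per test compound.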
M4 antag: blocks acetylcholine activation of human M4 receptor. inhibition, % at 3 µM. AID 624125. actives 0.73% (n = 360,000). CHO-hM4 cells, ACh EC80, Fluo-8 calcium fluorescence. P08173;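 active = inhibition above its plate's cutoff, the mean inhibition of sample wells plus 3 SD, cut at about 27% in these data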;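 also: 0% = acetylcholine EC80 with DMSO and 100% = DMSO without agonist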
CHRM4 PAM: positive allosteric modulators of human muscarinic M4 receptor; P08173; CHO-K1 hM4/Gqi5, Fluo-8 calcium fluorescence, ACh EC20; 0% = ACh EC20, 100% = maximal ACh; activation, % at 3 µM; actives 0.4% (n = 360,000); AID 624126;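 active = activation above its plate's cutoff, the mean activation of sample wells plus 3 SD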; also: some results filed as inactive read as strong as hits
CHO-K1 Ca PAM: nonselective activator or artifact in parental CHO-K1 calcium assay. ATP EC20, Fluo-8 calcium fluorescence; 0% at ATP EC20, 100% at ATP max. activation, % at 3 µM. actives 0.02% (n = 360,000). AID 602247;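 active = activation above the run cutoff, the mean activation of all test compounds plus 3 SD, cut at about 40% in these data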;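 also: peak over basal fluorescence ratio in a 140 s read after ATP addition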
Starred values were filed as active, the others as inactive.

O=CN(Cc1ccco1)C1(C(=O)NC2CCCCC2)CCCCC1 was read as CHRM4 agonist -0.3, CHO-K1 Ca antag -10.7, M5 ag -0.5, M5 antag -1.6, M1 ag parental 0.5, CHRM5 PAM -1.1, M4 antag 14.3, CHRM4 PAM -8.8 and CHO-K1 Ca PAM 19.9.
For CC(=O)N1CCc2cc(S(=O)(=O)CCC(=O)NCCc3ccc(C)cc3)ccc21 the results were CHRM4 agonist 7.1, CHO-K1 Ca antag -13.1, M5 ag 2.9, M5 antag -7.6, M1 ag parental 6.2, CHRM5 PAM -0.7, M4 antag -4.5, CHRM4 PAM -4.0 and CHO-K1 Ca PAM 15.9.
CSc1nnc(-c2sc3cc(C(F)(F)F)cnc3c2-c2ccccc2)n1C was read as CHRM4 agonist 1.8, CHO-K1 Ca antag 6.3, M5 ag -5.0, M5 antag -6.2, M1 ag parental 0.3, CHRM5 PAM 1.7, M4 antag -4.4, CHRM4 PAM -3.5 and CHO-K1 Ca PAM -5.6.
For COc1ccc(S(=O)(=O)NCCSCc2cccc(C)c2)cc1Br the results were CHRM4 agonist 0.3, CHO-K1 Ca antag -2.3, M5 ag -10.7, M5 antag -1.0, M1 ag parental 0.4, CHRM5 PAM -16.6, M4 antag -2.5, CHRM4 PAM -4.2 and CHO-K1 Ca PAM 1.5.
Screening C=CCNC(=S)N/N=C/c1ccc(C)s1 returned CHRM4 agonist -0.8, CHO-K1 Ca antag -10.4, M5 ag -2.0, M5 antag 0.0, M1 ag parental 0.7, CHRM5 PAM 1.7, M4 antag -10.5, CHRM4 PAM -2.9 and CHO-K1 Ca PAM 17.8.
COc1ccccc1CNc1ccccc1F was read as CHRM4 agonist -0.9, CHO-K1 Ca antag -9.8, M5 ag -6.6, M5 antag 1.6, M1 ag parental 0.1, CHRM5 PAM -4.7, M4 antag 1.0, CHRM4 PAM 0.1 and CHO-K1 Ca PAM 30.9.
Cc1cc(C)nc(Oc2ccc([N+](=O)[O-])cc2)n1 was read as CHRM4 agonist 0.3, CHO-K1 Ca antag -5.5, M5 ag -0.2, M5 antag -4.0, M1 ag parental 0.3, CHRM5 PAM -3.2, M4 antag -3.0, CHRM4 PAM -0.5 and CHO-K1 Ca PAM 5.2.
For O=C(NCC(c1ccc(F)cc1)N1CCOCC1)c1c(F)cccc1F (stereo unspecified) the results were CHRM4 agonist 1.4, CHO-K1 Ca antag -12.3, M5 ag 1.8, M5 antag 5.4, M1 ag parental 0.7, CHRM5 PAM -3.1, M4 antag -8.2, CHRM4 PAM -3.6 and CHO-K1 Ca PAM 11.3.
`CC1=C(C(=O)OCc2ccccc2)C(c2ccccc2OC(F)F)NC(=O)N1` (stereo unspecified) gave CHRM4 agonist 13.0, CHO-K1 Ca antag -5.9, M5 ag -0.8, M5 antag 3.5, M1 ag parental 4.9, CHRM5 PAM -6.4, M4 antag -13.4, CHRM4 PAM 3.6 and CHO-K1 Ca PAM 11.0.
`O=S(=O)(Nc1cc(C(F)(F)F)ccc1N1CCOCC1)c1ccccc1` gave CHRM4 agonist -0.1, CHO-K1 Ca antag 0.8, M5 ag 3.8, M5 antag 0.6, M1 ag parental 0.3, CHRM5 PAM 0.6, M4 antag 12.0, CHRM4 PAM -1.4 and CHO-K1 Ca PAM -8.3.
Cn1cc(-c2coc3c(C(=O)NCc4cccc(Cl)c4)cccc23)cn1 was read as CHRM4 agonist 9.0, CHO-K1 Ca antag -10.3, M5 ag 3.8, M5 antag 7.7, M1 ag parental 4.3, CHRM5 PAM -6.5, M4 antag -6.7, CHRM4 PAM -5.9 and CHO-K1 Ca PAM 5.5.
CC1(C(=O)Nc2cccc3c2CCCC3)CCN1C(=O)Cc1ccccc1Cl (stereo unspecified) was read as CHRM4 agonist 4.2, CHO-K1 Ca antag -8.7, M5 ag 0.2, M5 antag 5.2, M1 ag parental 2.2, CHRM5 PAM -8.3, M4 antag -12.2, CHRM4 PAM -1.6 and CHO-K1 Ca PAM 6.0.
Screening O=C(O)CN1C(=O)COc2ccc(S(=O)(=O)N3CCCCCC3)cc21 returned CHRM4 agonist 0.2, CHO-K1 Ca antag -17.6, M5 ag -3.2, M5 antag 5.4, M1 ag parental 0.4, CHRM5 PAM -1.9, M4 antag 1.6, CHRM4 PAM 0.9 and CHO-K1 Ca PAM 17.2.
N#Cc1cccc(NCC(=O)Nc2cccc(S(=O)(=O)N3CCCCC3)c2)c1 was read as CHRM4 agonist 16.0, CHO-K1 Ca antag -18.7, M5 ag 7.1, M5 antag 14.4, M1 ag parental 13.3, CHRM5 PAM -17.6, M4 antag 3.8, CHRM4 PAM -0.5 and CHO-K1 Ca PAM 3.4.
For COc1ccc(CCNC(=O)c2ccc(CSc3ccc(Cl)cc3)o2)cc1OC the results were CHRM4 agonist 22.5, CHO-K1 Ca antag 9.9, M5 ag 4.3, M5 antag 22.3, M1 ag parental 14.9, CHRM5 PAM -25.2, M4 antag 30.4*, CHRM4 PAM -13.0 and CHO-K1 Ca PAM -6.2.
`Nc1ccc(C(=O)Nc2ccc(Nc3ccncc3)cc2)c([N+](=O)[O-])c1` gave CHRM4 agonist 0.1, CHO-K1 Ca antag -3.1, M5 ag -11.5, M5 antag 10.8, M1 ag parental 0.1, CHRM5 PAM -0.2, M4 antag 6.4, CHRM4 PAM -6.2 and CHO-K1 Ca PAM 7.7.
`Cc1ccc(NC2=NC(c3ccc(O)cc3)n3c(nc(C)cc3=O)N2)cc1` (stereo unspecified) gave CHRM4 agonist 0.2, CHO-K1 Ca antag 3.0, M5 ag -1.1, M5 antag 10.0, M1 ag parental 0.3, CHRM5 PAM -0.8, M4 antag 6.0, CHRM4 PAM -0.6 and CHO-K1 Ca PAM 0.0.
For COc1ccc(-c2nc(CSCC(=O)N3CCN(C(=O)c4ccco4)CC3)c(C)o2)cc1OC the results were CHRM4 agonist 0.9, CHO-K1 Ca antag -6.7, M5 ag 1.8, M5 antag -1.9, M1 ag parental 0.5, CHRM5 PAM -4.0, M4 antag 1.1, CHRM4 PAM -1.9 and CHO-K1 Ca PAM 12.5.
For Cc1ccc(C(C)n2cc(C(=O)NCc3ccncc3)nn2)cc1 (stereo unspecified) the results were CHRM4 agonist 1.3, CHO-K1 Ca antag -1.5, M5 ag 3.3, M5 antag 3.2, M1 ag parental 1.7, CHRM5 PAM -1.1, M4 antag -5.0, CHRM4 PAM 8.0 and CHO-K1 Ca PAM 10.5.
Screening CCN(CC)C(=O)N1CCN(c2c([N+](=O)[O-])c(=O)oc3ccccc23)CC1 returned CHRM4 agonist 0.6, CHO-K1 Ca antag -10.0, M5 ag 11.4, M5 antag 1.4, M1 ag parental 0.4, CHRM5 PAM -1.5, M4 antag 1.1, CHRM4 PAM 7.4 and CHO-K1 Ca PAM 3.4.

Filtered by structure, the compounds so far with an aryl thioether with sulfur outside any ring.
CSc1nnc(-c2sc3cc(C(F)(F)F)cnc3c2-c2ccccc2)n1C was read as CHRM4 agonist 1.8, CHO-K1 Ca antag 6.3, M5 ag -5.0, M5 antag -6.2, M1 ag parental 0.3, CHRM5 PAM 1.7, M4 antag -4.4, CHRM4 PAM -3.5 and CHO-K1 Ca PAM -5.6.
For COc1ccc(CCNC(=O)c2ccc(CSc3ccc(Cl)cc3)o2)cc1OC the results were CHRM4 agonist 22.5, CHO-K1 Ca antag 9.9, M5 ag 4.3, M5 antag 22.3, M1 ag parental 14.9, CHRM5 PAM -25.2, M4 antag 30.4*, CHRM4 PAM -13.0 and CHO-K1 Ca PAM -6.2.

The list continues.
For CN1CCN(S(=O)(=O)c2ccc3c(c2)CC(=O)N3C)CC1 the results were CHRM4 agonist 0.5, CHO-K1 Ca antag -10.0, M5 ag -4.3, M5 antag 15.6, M1 ag parental 0.7, CHRM5 PAM -6.0, M4 antag -4.2, CHRM4 PAM 9.2 and CHO-K1 Ca PAM -14.1.
For O=C(NCc1ccccc1)c1nc[nH]c1C(=O)N1CCc2ccccc2C1 the results were CHRM4 agonist 4.6, CHO-K1 Ca antag -8.0, M5 ag -1.4, M5 antag 3.2, M1 ag parental 0.0, CHRM5 PAM 0.9, M4 antag 7.9, CHRM4 PAM 5.2 and CHO-K1 Ca PAM -7.3.
`O=C(NCCc1ccccc1)C1c2ccccc2C(=O)N1Cc1cccs1` (stereo unspecified) gave CHRM4 agonist 0.0, CHO-K1 Ca antag -8.0, M5 ag 1.7, M5 antag 12.0, M1 ag parental 0.3, CHRM5 PAM -2.8, M4 antag -1.0, CHRM4 PAM -10.3 and CHO-K1 Ca PAM -1.1.
Screening Cc1sc(NC(=O)COc2ccccc2)c(C#N)c1-c1ccccc1 returned CHRM4 agonist -0.7, CHO-K1 Ca antag 7.1, M5 ag -0.9, M5 antag -5.6, M1 ag parental -0.1, CHRM5 PAM 2.8, M4 antag -7.9, CHRM4 PAM -5.6 and CHO-K1 Ca PAM -6.2.
Screening CCCC(=O)Nc1nnc(/C=C/c2ccc(OC)cc2)s1 returned CHRM4 agonist 1.5, CHO-K1 Ca antag 2.6, M5 ag 0.2, M5 antag 13.1, M1 ag parental 0.0, CHRM5 PAM -2.2, M4 antag 3.0, CHRM4 PAM 0.7 and CHO-K1 Ca PAM -10.2.
Screening C=CCc1cc(/C=C2/NC(=O)N(CC(=O)OC)C2=O)cc(OC)c1O returned CHRM4 agonist 2.2, CHO-K1 Ca antag 4.3, M5 ag 3.4, M5 antag 1.4, M1 ag parental 3.4, CHRM5 PAM 3.3, M4 antag -1.3, CHRM4 PAM 1.1 and CHO-K1 Ca PAM 6.2.
For O=C(COC(=O)C1Cc2ccccc2CN1C(=O)c1ccccc1Cl)Nc1ccc(N2CCOCC2)cc1 (stereo unspecified) the results were CHRM4 agonist 2.7, CHO-K1 Ca antag -6.0, M5 ag -2.2, M5 antag 2.5, M1 ag parental 1.6, CHRM5 PAM -2.7, M4 antag 5.5, CHRM4 PAM -19.1 and CHO-K1 Ca PAM 19.0.
For O=C(Cc1ccccc1)Nc1ccc2c(c1)CCC2 the results were CHRM4 agonist 0.1, CHO-K1 Ca antag -6.8, M5 ag -6.6, M5 antag 2.8, M1 ag parental -0.5, CHRM5 PAM 7.9, M4 antag -5.3, CHRM4 PAM 1.5 and CHO-K1 Ca PAM 13.8.
Screening CCc1cc(=O)oc2cc(OC(C)=O)cc(OC(C)=O)c12 returned CHRM4 agonist -0.4, CHO-K1 Ca antag -8.9, M5 ag -1.7, M5 antag -2.1, M1 ag parental -0.2, CHRM5 PAM 0.4, M4 antag 4.5, CHRM4 PAM 3.4 and CHO-K1 Ca PAM 8.7.
`COc1ccc(-c2nnc(SCC(=O)NNC(=O)c3ccc(C)cc3)o2)cc1` gave CHRM4 agonist -0.1, CHO-K1 Ca antag -3.5, M5 ag -1.9, M5 antag 2.7, M1 ag parental 0.3, CHRM5 PAM -5.0, M4 antag 9.3, CHRM4 PAM -0.2 and CHO-K1 Ca PAM 13.9.
`CCCc1[nH]nc2c1C(c1ccsc1)C(C#N)=C(N)O2` (stereo unspecified) gave CHRM4 agonist 0.5, CHO-K1 Ca antag -6.4, M5 ag -3.7, M5 antag -0.2, M1 ag parental 0.6, CHRM5 PAM 4.0, M4 antag -0.8, CHRM4 PAM 0.9 and CHO-K1 Ca PAM 25.8.
Screening O=C(CCC(=O)c1ccc(Br)cc1)Nc1ccc(F)cc1 returned CHRM4 agonist 1.1, CHO-K1 Ca antag -9.1, M5 ag -0.6, M5 antag 1.9, M1 ag parental 0.4, CHRM5 PAM -3.0, M4 antag 8.0, CHRM4 PAM -5.9 and CHO-K1 Ca PAM 10.1.
